Assay outcomes from PubChem BioAssay.
A549 tox: A549 cytotoxicity, counter-screen for Nrf2 inhibitors; A549 ARE-Fluc cells, CellTiter-Fluor viability, 18-24 h; Potency, µM (doses to about 46 µM), for the others: at the highest dose activity change, negative = cytotoxicity, hits mostly inhibitors; 0.16% of 390,000 active; AID 504648; note: potency is the fitted concentration of half-maximal effect; % is set by controls: 0 for no effect and ±100 for the full control effect
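A549 ARE-Fluc cells in 5% FBS OPTI-MEM, 5000 cells/well, rested 2 h then exposed to compounds in concentration-response for 18-24 h at 37 °C. Viability by CellTiter-Fluor fluorescence (Ex 405/Em 525) after 30 min; luciferase luminescence (BugLite, 15 min, RT) read afterwards.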
ATXN2 expr inh: ATXN2 expression inhibition; 0.72% of 360,000 active; Potency, µM (titrated, usually from 57 µM), without a hit: top-dose activity change, negative = inhibition, hits mostly inhibitors; HEK-293 ATXN2-luciferase reporter, luminescence, 24 h; note: potency is the fitted concentration of half-maximal effect; % is set by controls: 0 for no effect and ±100 for the full control effect; nearly all actives have a fitted effect of over 55% in size
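ATXN2-luciferase reporter cells (luciferase flanked by upstream and downstream ATXN2 gene portions) were treated 24 h at 37 °C with compounds at up to 57 uM. SteadyGlo luminescence gave expression; GF-AFC fluorescence gave viability.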
IL2 activator: IL-2 activation; IL-2 activation reporter assay, cell-based qHTS; stimulated with anti-CD3/CD4/CD28 beads; in transgenic mouse T cells; activation, % (series mostly up to about 46 µM); 0.065% of 360,000 active; AID 652025; in the data active = activation above about 50%; inconclusive = mostly about 30% to 49%; note: 0% is about no effect
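Readout: EGFP and DsRed signals by fluorescent plate cytometry. Unstimulated transgenic mouse T cells received compound 60 min before antibody-bead stimulation, then incubated 18 h at 37 degrees C.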
TGFb inhibitor: inhibitors of TGF-b signaling; 1.2% of 410,000 active; HepG2 CAGA-GFP TGF-b/SMAD3 reporter, GFP fluorescence, 18 h; TGF-beta stimulated, 500 pg/mL final; Potency, µM (highest dose often 46.1 µM), without a hit: at the highest dose activity, negative = inhibition, most hits filed as inhibitors; AID 588855; note: potency is the fitted concentration of half-maximal effect; % is set by controls: 0 for no effect and ±100 for the full control effect; nearly all actives have a fitted effect of over 65% in size
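Per well, imaged GFP fluorescence of HEPG2 CAGA-GFP cells gives the signal; cells get compound, then TGF-beta (500 pg/mL final), 18 h at 37 degrees C; %Activity versus -TGF-beta and +DMSO controls.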
ATXN viability: viability counter-screen for ATXN expression inhibitors; S2 cells (HEK-293 line with an ATXN2-luciferase reporter) viability, CellTiter-Fluor protease fluorescence, 24 h; Potency, µM (highest dose often 56.7 µM), hits mostly cytotoxic; 0.49% of 400,000 active; AID 651635; note: potency is the fitted concentration of half-maximal effect; nearly all actives have a fitted effect of over 40% in size
HepG2 viability: HepG2 cytotoxicity, counter-screen for TGF-b inhibitors. HepG2 CAGA-GFP viability, ATP luminescence, 18 h. AID 588856. 0.76% of 410,000 active. Potency, µM (highest dose often 46.1 µM), for the others: at the highest dose activity change, negative = cytotoxicity, actives largely listed as cytotoxic; note: potency is the fitted concentration of half-maximal effect; some results filed as inactive show a strong effect at the top dose
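HepG2 CAGA-GFP cells (1000/well, DMEM with 1% FBS) received compound, then TGF-beta at 500 pg/mL final, and were incubated 18 hours at 37 degrees C. Viability was read by CellTiter-Glo luminescence. Media-only wells were set as complete cell-killing and DMSO as no toxicity.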
Nrf2 activator: Nrf2 pathway activation. AREc32 ARE-luciferase reporter (MCF7-derived line), luminescence, 24 h. Potency, µM (series often up to 46.1 µM), for the others: at the top dose activation, actives largely listed as activators. 0.31% of 410,000 active; note: potency is the fitted concentration of half-maximal effect; % of control where 0% means no effect; nearly all actives have a fitted effect of over 65% in size
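Nrf2 activation is followed as ARE-luciferase induction in the AREc32 line after one day of compound treatment; luminescence is read with Steady-Glo.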
EPAC2 agonist: agonists of human EPAC2 (RAPGEF4); EPAC2 activation, biochemical qHTS; response scale: 100% = 6.5 mM cAMP response; Potency, µM (titrated, usually from 154 µM), for the others: top-dose activation, most hits filed as activators; 0.079% of 360,000 active; AID 720711; note: potency is the fitted concentration of half-maximal effect; nearly all actives have a fitted effect of over 50% in size
Target sequence (Q8WZA2 whole entry, looked up): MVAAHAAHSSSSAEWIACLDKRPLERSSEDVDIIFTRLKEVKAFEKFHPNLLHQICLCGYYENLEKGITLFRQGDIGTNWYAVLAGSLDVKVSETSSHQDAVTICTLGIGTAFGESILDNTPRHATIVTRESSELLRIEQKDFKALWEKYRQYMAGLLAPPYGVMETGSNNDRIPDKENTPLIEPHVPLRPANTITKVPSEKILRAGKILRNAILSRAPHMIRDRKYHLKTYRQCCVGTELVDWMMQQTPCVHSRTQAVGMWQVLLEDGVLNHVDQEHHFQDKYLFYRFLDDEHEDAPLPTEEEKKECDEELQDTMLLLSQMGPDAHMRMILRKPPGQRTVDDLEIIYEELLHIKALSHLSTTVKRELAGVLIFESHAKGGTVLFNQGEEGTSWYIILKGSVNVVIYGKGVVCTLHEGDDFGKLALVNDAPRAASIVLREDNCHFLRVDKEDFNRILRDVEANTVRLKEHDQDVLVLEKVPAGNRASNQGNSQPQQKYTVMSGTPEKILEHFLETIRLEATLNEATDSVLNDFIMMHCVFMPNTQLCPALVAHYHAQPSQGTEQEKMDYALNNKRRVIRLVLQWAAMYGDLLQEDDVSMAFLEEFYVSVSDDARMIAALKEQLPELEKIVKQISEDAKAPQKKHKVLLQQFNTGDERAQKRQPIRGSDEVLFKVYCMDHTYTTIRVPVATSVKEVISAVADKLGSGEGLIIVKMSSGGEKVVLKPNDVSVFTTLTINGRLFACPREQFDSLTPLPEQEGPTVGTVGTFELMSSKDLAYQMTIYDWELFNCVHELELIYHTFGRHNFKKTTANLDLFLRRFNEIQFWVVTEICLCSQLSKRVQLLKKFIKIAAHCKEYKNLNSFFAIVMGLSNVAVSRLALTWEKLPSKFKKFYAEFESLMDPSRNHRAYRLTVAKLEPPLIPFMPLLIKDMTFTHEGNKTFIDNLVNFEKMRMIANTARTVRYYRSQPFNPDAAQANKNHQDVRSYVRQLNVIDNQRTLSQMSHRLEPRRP
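Nucleotide exchange monitored as fluorescence drop when BODIPY-GDP leaves Rap1B. Reaction: 100 nM EPAC2, 250 nM RAP1B-BODIPY-GDP, 50 uM GDP, room temperature, kinetic read over 30 min. Activity expressed relative to 6.5 mM cAMP.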
Nrf2 block: inhibitors of Nrf2 signaling. A549 ARE-Fluc reporter, luciferase luminescence, 18-24 h. Potency, µM (top dose mostly 46 µM), for the others: at the top dose activity change, negative = inhibition, hits mostly inhibitors. 2.1% of 360,000 active. AID 504444; note: potency is the fitted concentration of half-maximal effect; % is set by controls: 0 for no effect and ±100 for the full control effect; nearly all actives have a fitted effect of over 60% in size
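Two sequential reads on A549 ARE_Fluc cells exposed to compound for 18-24 h: a CellTiter-Fluor fluorescence read for viability, then a luciferase luminescence read for Nrf2/ARE activity.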
Starred values were filed as active, the others as inactive; i = inactive; ? = inconclusive; . = no result given; [ ] = another dose, or the depositor's remark. Unless noted, calls come from the whole dose curve; as a rule, active = well fitted curve in the direction sought with a large enough effect; inconclusive = small, poorly fitted or top-dose-only effect, or another doubt; inactive = no such curve, though single readings can be large; an effect the other way counts as inactive or inconclusive.

SMILES	A549 tox	ATXN2 expr inh	IL2 activator	TGFb inhibitor	ATXN viability	HepG2 viability	Nrf2 activator	EPAC2 agonist	Nrf2 block
COc1ccccc1NC(=O)C(C)OC(=O)Cn1cnc2c1c(=O)n(C)c(=O)n2C (centres undefined)	-15%	3%	-4.4	-12%	i	-10%	-0.1%	7%	7%
Cc1ccc(S(=O)(=O)N2CCN(C(=O)CCC(=O)NCc3cccc(C(F)(F)F)c3)CC2)cc1	-9%	-33%	-6.2	-22%	i	-30%	-0.5%	3%	-18%
O=C(CSc1c2c(nc3ccc(Cl)cc13)CCCC2)N1CCN(C(=O)c2ccco2)CC1	-4%	.	-0.9	?	?	-84%	?	-2%	?
CSc1nc2sc3c(c2c(=O)n1C)CCC(C)C3 (centres undefined)	1%	119%[activator]	-0.7	-14%	i	-15%	?	6%	?
CCc1ccc(NC(=O)COC(=O)/C(=C/c2ccccc2OC)c2ccccc2)cc1	11%	0%	0.5	-9%	i	2%	-0.4%	12%	-7%
Cc1ccc([N+](=O)[O-])cc1N(CC(=O)NC1CCCC1)S(C)(=O)=O	-2%	-12%	-0.5	4%	i	0%	-0.4%	4%	1%
COc1ccc(NC(=O)c2cc(-c3ccco3)on2)cc1	-1%	-7%	-0.4	28%	i	-37%	2.6%	10%	?
CCOC(=O)C1=CN(Cc2cccc(F)c2)S(=O)(=O)N(CC)C1c1ccc(F)c(Cl)c1 (centres undefined)	1%	-9%	-0.6	-18%	i	-11%	4.4%	12%	-26%
Cc1cc(C)cc(NC(=O)CSc2oc(-c3ccco3)nc2S(=O)(=O)c2ccc(Cl)cc2)c1	?	-3%	.	-14%	i	-37%	0.3%	.	6%[9.27 µM]
O=C1CSC(=S)N1/N=C/c1cccnc1	-6%	0%	-0.3	-13%	i	-3%	9.6%	-1%	-6%
CC(C)CNC(=O)c1ccccc1NC(=O)CSCc1ccccc1	-2%	-5%	-0.3	7%	i	10%	0.4%	-37%[inhibitor]	-7%
CCn1nc(C)c(CNC(=O)C2CCC(=O)N(Cc3ccc(Cl)cc3)C2)c1C (centres undefined)	0%	0%	-0.4	11%	i	1%	-0.3%	-1%	-26%
CCOCCCn1c(=N)c(S(=O)(=O)c2ccc(C)cc2)cc2c(=O)n3cc(C)ccc3nc21	-2%	-11%	7.0	0%	i	-5%	1.9%	-24%	-19%
Cc1cc(C)c(OCC(=O)N/N=C/c2ccc3c(c2)OCO3)c(C)c1	-15%	?	-7.1	?	i	-7%	7.4%	-4%	-4%
CCCC(C(=O)Nc1ccncc1)c1ccccc1 (centres undefined)	1%	-13%	2.9	4%	i	5%	-0.6%	-6%	3%
Cc1ccsc1C(=O)NC(C)c1ccccc1 (centres undefined)	3%	-5%	0.3	14%	i	-1%	4.2%	3%	5%
CC(=O)C(C)Oc1ccc2c3c(c(=O)oc2c1C)CCCC3 (centres undefined)	-19%	46%[activator]	-3.5	-2%	i	-29%	4.4%	-18%	-9%
CCC(C)[C@H](NC(=O)[C@@H]1CSC2c3ccccc3C(=O)N21)C(=O)NCc1ccco1 (some centres undefined)	1%	-2%	-0.8	14%	i	4%	5.4%	3%	8%
Cc1ccccc1C(=O)N1CCN(c2ccc(NC(=O)c3cccnc3)cc2)CC1	-3%	-15%	-0.3	-1%	i	-28%	-0.3%	17%	?
CNC(=S)NNC(=O)c1cccn(Cc2cccc(Cl)c2)c1=O	1%	4%	-1.0	3%	?	1%	-0.2%	-2%	6%
O=C(COC(=O)c1cc2ccccc2cc1O)NCc1ccccc1	1%	-17%	-0.4	-1%	i	-7%	10%	3%	1%
O=C(NC1CCCC1)C(c1ccc(Cl)cc1)N(C(=O)c1csnn1)C1CC1 (centres undefined)	-9%	17%	-0.3	9%	i	8%	0.3%	2%	3%
CCOC(=O)n1cc(C(=O)c2ccccc2O)cn1	0%	26%	-2.2	-17%	i	-5%	0.3%	8%	0%
COC(=O)c1[nH]c(C)c(/C(O)=C2\C(=O)C(=O)N(CCN3CCOCC3)C2c2cccs2)c1C (centres undefined)	2%	7%	-0.2	-21%	i	5%	2.4%	-20%	10%
COc1ccc(C(=O)/C=C/Nc2ccc(NC(C)=O)cc2)cc1OC	-2%	-6%	-0.1	?	i	6%	-0.6%	1%	.
COc1ccccc1CNC(=O)c1cccc2c1C(=O)N(Cc1cccnc1)C2	-4%	-9%	-1.8	-24%	i	-32%	-0.6%	6%	-26%
Cc1cc(C)cc(NS(=O)(=O)c2ccc3[nH]cc(C(=O)N4CCCCC4)c(=O)c3c2)c1	-1%	5%	.	-18%	i	3%	-0.5%	.	-1%
CCCn1c(N)c(C(=O)COC(=O)/C=C/c2ccc(OC(F)F)c(OC)c2)c(=O)[nH]c1=O	-3%	-14%	-0.9	-2%	i	-22%	6.8%	-5%	-29%
COc1ccc(Nc2ccc(OC)cc2)cc1	2%	14%	1.0	?	i	-26%	2.2%	14%	13%
COCc1c(C(=O)NC2CCCCCC2)oc2ccccc12	6%	-13%[2.22 µM]	-2.6	-10%	?	-22%	0.2%	1%	25%
C=CCn1c(C(C)NC(=O)c2ccccc2)n[nH]c1=S (centres undefined)	2%	1%	-0.1	-30%	i	1%	-0.3%	7%	-30%
C#CCOCCOCCOCCNc1nc(N2CCOCC2)nc(N2CCN(C(=O)CCCCCCCCCCNC(=O)[C@H]([C@@H](C)CC)n3cc(CCCCN=C(N)N)nn3)CC2)n1	-11%	-1%	0.5	-19%	i	-18%	0.0%	-1%	7%
CC(=O)Nc1nc2cc3c(cc2s1)OCCO3	6%	-9%	-2.4	-6%	i	-18%	4.7%	4%	-22%
Clc1ccccc1OCCCCN1CCCC1	3%	2%	-2.6	-26%	i	-2%	-0.3%	5%	2%
N#CC1=C(O)CCCn2c1nc1ccccc1c2=O	-4%	-3%	6.5	-1%	i	-18%	-0.4%	9%	-7%
CCOC(=O)N(C)c1c(CC)nc2c(OCc3cccc(Cl)c3)cccn12	.	?	0.0	-8%	?	-13%	3.4%	5%	.
COc1ccc(OCC(=O)NNc2c3ccccc3nc3ccccc23)cc1	?	?	0.3	?	?	-18%	-0.6%	6%	21µM*
CCOc1ccc(C2CC(c3cccc(OC)c3)n3nc(N)nc3N2)cc1 (centres undefined)	1%	-8%	2.8	1%	i	-12%	2.1%	6%	9%
CCOC(=O)Cn1nc(CC)c2ccccc2c1=O	0%	6%	-1.6	-2%	i	-1%	-0.6%	4%	2%
CC(=O)Nc1cc2c(cc1NC(=O)Cn1nc(-c3ccccc3)ccc1=O)OCCO2	0%	-2%	0.9	-1%	i	-1%	-0.2%	-5%	-11%
O=C(NC(=S)Nc1ccc2oc(=O)ccc2c1)c1cc2ccccc2o1	-2%	-7%	0.9	-2%	i	5%	0.1%	6%	6%
CCOc1ccc(NCc2nnc(SCC(=O)Nc3nc(-c4ccccc4)cs3)n2-c2ccccc2)cc1	16%	?	-0.6	?	?	-40%	2.9%[9.22 µM]	0%	-22%
CCN(CC)S(=O)(=O)c1ccc(N2CCCC2)c(C(=O)OCC(=O)Nc2cc(C)on2)c1	13%	.	-0.8	-28%	i	-6%	-0.4%	14%	-5%
CCCCCCNc1ncnc2c1sc1nc(N3CCOCC3)c3c(c12)CCCC3	-2%	17%	.	8%	i	-4%	-0.8%	.	-7%
CCOC(=O)CSc1nc(N)c2c3c(sc2n1)CCCC3	-3%	13%	-2.9	0%	?	-19%	-0.2%	-17%	0%
Cc1ccc2nc(-c3cc(-c4ccccc4)no3)cn2c1	9%	3.5µM*	-3.8	-7%	i	-14%	-1.1%	7%	?
Cn1ccnc1SCC(=O)Nc1ccc2c(c1)OCCO2	2%	-25%	-0.6	-13%	i	2%	-1.8%	4%	?
COc1cccc(-n2ccnc2SCC(=O)Nc2nc3ccc(C)cc3s2)c1	1%	3%	.	0%	i	-26%	0.8%	.	.
COc1ccc(SCC(=O)Nc2ccccc2Cl)cc1	4%	-4%	-0.5	10%	i	8%	0.3%	15%	?
CC1CCN(c2cc(N3CCN(C(=O)c4ccc(F)c(F)c4)CC3)c([N+](=O)[O-])cc2F)CC1	-15%	-7%	0.4	?	i	-27%	0.1%[9.22 µM]	-8%	-22%
CCCCn1c(N)c(Sc2ccc(C)cc2)c(=O)[nH]c1=O	0%	8%	0.5	0%	?	0%	0.6%	-83%[15.6 µM]	13%
COc1ccc(NC(=O)c2c(NC(=O)C(F)(F)F)sc3c2CCCCC3)cc1	?	-4%	.	?	i	-23%	7.5%	.	1.8µM*

Six entries from above, with values under each structure:
Screens in order – A549 tox, ATXN2 expr inh, IL2 activator, TGFb inhibitor, ATXN viability, HepG2 viability, Nrf2 activator, EPAC2 agonist, Nrf2 block
> C#CCOCCOCCOCCNc1nc(N2CCOCC2)nc(N2CCN(C(=O)CCCCCCCCCCNC(=O)[C@H]([C@@H](C)CC)n3cc(CCCCN=C(N)N)nn3)CC2)n1
→ -11%, -1%, 0.5, -19%, i, -18%, 0.0%, -1%, 7%
> CC(=O)Nc1nc2cc3c(cc2s1)OCCO3
→ 6%, -9%, -2.4, -6%, i, -18%, 4.7%, 4%, -22%
> Clc1ccccc1OCCCCN1CCCC1
→ 3%, 2%, -2.6, -26%, i, -2%, -0.3%, 5%, 2%
> N#CC1=C(O)CCCn2c1nc1ccccc1c2=O
→ -4%, -3%, 6.5, -1%, i, -18%, -0.4%, 9%, -7%
> CCOC(=O)N(C)c1c(CC)nc2c(OCc3cccc(Cl)c3)cccn12
→ ., ?, 0.0, -8%, ?, -13%, 3.4%, 5%, .
> COc1ccc(OCC(=O)NNc2c3ccccc3nc3ccccc23)cc1
→ ?, ?, 0.3, ?, ?, -18%, -0.6%, 6%, 21µM*
